Source: PubChem (several laboratories)
UTI89 phage lysis – protection from phage-mediated lysis, alamar blue read-out – E. coli UTI89, K1F phage, bacterial capsule biogenesis inhibitors (AID 488966). E. coli UTI89 K1F phage lysis, alamar blue, 2 h; higher % means a stronger effect. one-dose inhibition, % at 100 µM; IC50 in µM for titrated hits. 0.02% of 340,000 active;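 active = phage lysis inhibition, versus mean bacterial control, above a set limit; inconclusive = no clear call, values can overlap the other calls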;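 note: capsule biogenesis inhibitors block K1F phage lysis so surviving cells raise fluorescence; higher fluorescence means more inhibition of phage lysis; actives were called in the ten point dose series up to 300 µM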
PMI inhibition – human PMI inhibitors, high substrate, primary screen, biochemical, fluorescence intensity, high mannose 6-phosphate (AID 1220); recombinant PMI enzyme, coupled fluorescence intensity; higher % means a stronger effect; inhibition, % at 20 µM, or IC50 in µM where a hit was titrated; 0.66% of 190,000 active
TNAP activators – human TNAP enzyme activators, primary screen, biochemical, luminescent, no phosphate acceptor, uHTS (AID 1001). purified TNAP, luminescent activation assay, no phosphate acceptor; higher activation fold means a stronger effect. activation fold at 20 µM; hits with a dose series show EC50 in µM. 0.03% of 200,000 active; in the data active = activation fold from about 3, or a potency from the dose series; inactive = the rest, 99 in 100 with activation fold below about 1.6; note: many of its hits are not listed in these tables
T cell HTS – T cell immune modulation candidate; 2C CD8+ T cell-vesicle binding, flow cytometry; hits give low values; calls only at 7 µM; 0.068% of 330,000 active; AID 2052;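 active = response, share of CD8 T cells binding vesicles, and their 90th percentile fluorescence all below set limits, cut at about 80% in these data, passing the limit was not always enough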
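Also added: QL9-peptide-loaded Drosophila micro-vesicles bearing Ld, ICAM-1 and B7-1; Test system: purified 2C TCR transgenic mouse naive CD8+ T cells; Measured by: cytometric PE anti-B7-1 and Alexa647 anti-CD8 signals after 1% paraformaldehyde fixation; Timing: binding step 1.5 h, 37 °C, antibody labelling 20 min, ice.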
P. falciparum M1AAP – P. falciparum M1AAP inhibitors, biochemical, fluorogenic H-Leu-NHMec substrate, 1536-well (AID 1445); 0.42% of 220,000 active; one-dose inhibition, % at 30 µM; IC50 in µM for titrated hits; recombinant M1AAP, H-Leu-NHMec fluorogenic kinetic assay; higher % means a stronger effect;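 active = primary inhibition above the hit cutoff, then over 50% inhibition at one or more dose response concentrations, cut at about 23% in these data, passing the limit was not always enough; inconclusive = conflicting primary data, or primary hits not chosen for dose response; inactive = low primary inhibition, or under 50% at every dose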;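 note: plate controls were DMSO full reaction for no effect and no enzyme background for full effect; strong numbers were not always called active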
West Nile virus CPE – inhibition of WNV-induced cytopathic effect – cell-based, CPE readout (AID 1621); West Nile virus-infected cells, CPE inhibition; higher % means a stronger effect; one-dose CPE inhibition, % at 10 µM; IC50 in µM for titrated hits; 0.02% of 290,000 active; in the data active = a potency from the dose series; inconclusive = CPE inhibition mostly from about 3.7% at the one dose, without a potency; inactive = the rest, 99 in 100 with CPE inhibition below about 2.2%; note: strong numbers were not always called active
RSV CPE inhibition – RSV antiviral activity via CPE protection, HEp-2 cells, primary 10 µM value included (AID 2391); HEp-2 cells, RSV-induced CPE inhibition; higher % means a stronger effect; one-dose CPE inhibition, % at 10 µM; IC50 in µM for titrated hits; 0.13% of 310,000 active; in the data active = a potency from the dose series; inconclusive = CPE inhibition mostly from about 23% at the one dose, without a potency; inactive = the rest, 99 in 100 with CPE inhibition below about 21%; note: strong numbers were not always called active
P. falciparum M17LAP – P. falciparum M17LAP inhibitors, primary screen, biochemical, fluorogenic H-Leu-NHMec substrate, 1536-well (AID 1619) | inhibition, % at 30 µM; hits with a dose series show IC50 in µM | 0.38% of 220,000 active | recombinant M17LAP, H-Leu-NHMec fluorogenic kinetic assay; higher % means a stronger effect;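 active = compound inhibiting the enzyme by more than half at any dose during confirmatory dose-response retesting; inconclusive = strong single-dose inhibitors picked by rank but not retested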;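 note: plate controls were full reaction with DMSO carrier for no effect and no enzyme background for full effect; strong numbers were not always called active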
human PMI inhibition – inhibitors of human PMI, primary screen, biochemical, fluorescence intensity, coupled assay (AID 1209) | purified PMI enzyme, coupled fluorescence intensity; higher % means a stronger effect | one-dose inhibition, % at 20 µM; IC50 in µM for titrated hits | 0.42% of 190,000 active;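 note: plate controls were DMSO vehicle for no effect and wells lacking substrate for full effect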
T cell HTS vesicle-bound % – second read-out of T cell HTS, no call of its own (marks repeat the call); double positive events, %; measured here: CD8+ vesicle-bound cell fraction;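 binding gate set so that unloaded-vesicle control wells show 10% double positive cells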
* = called active by the depositor; i = inactive; ? = inconclusive; . = no result given; [ ] = another dose, or the depositor's remark. Cut-off read from the data, not from the text of the source, unless noted: active = inhibition above about 50%; inactive = the rest.

canonical_smiles	UTI89 phage lysis	PMI inhibition	TNAP activators	T cell HTS	T cell HTS vesicle-bound %	P. falciparum M1AAP	West Nile virus CPE	RSV CPE inhibition	P. falciparum M17LAP	human PMI inhibition
COc1ccc(C)cc1NC(=O)C(=O)N/N=C(\C)CC(=O)Nc1cccnc1	4.0%	-19%	1.1	i	39	-1%	0.2%	2.2%	9%	-14%
Cc1ccc(-n2c(C)cc(C(=O)CSc3nncs3)c2C)cc1	0.0%	4%	1.1	i	2	0%	-0.9%	0.5%	8%	1%
CCOC(=O)c1cc2ccc(OC(=O)c3ccco3)cc2oc1=O	0.2%	-25%	0.9	.	.	13%	0.1%	0.9%	i	7%
Cc1cc(C)n(-c2nc(SCC(=O)Nc3nccs3)c3c4c(sc3n2)COC(C)(C)C4)n1	0.3%	-1%	1.1	i	1	0%	0.2%	0.1%	-5%	-1%
O=C(O)CCCCCCCCCC[n+]1ccccc1	0.4%	.	.	i	26	-13%	0.4%	0.7%	3%	.
Cc1ccc(S(=O)(=O)n2ccc(-c3cccc(OCc4c(F)cccc4Cl)c3)n2)cc1	0.2%	10%	1.1	i	40	3%	-0.7%	2.8%	2%	14%
COc1ccc(NC(=O)COc2ccc(/C=C/c3cc[n+](C)cc3)cc2OC)cc1	-0.2%	.	.	i	35	.	0.3%	4.5%	.	.
Cc1ccc(F)c(C2C3C=CCC(c4cccc(-c5ccc(N(C)C)cc5)c4)C3C(=O)N2Cc2ccccc2)c1 (stereo not drawn)	-0.3%	.	.	i	35	10%	0.1%	15%	-4%	.
COC(=O)c1ccccc1NC(=O)CCc1ccccc1	1.0%[50 µM]	2%	1	i	10	6%	-0.9%	1.6%	16%	7%
O=C(Cn1nc(C(F)(F)F)cc1C1CC1)NCc1ccccc1F	1.9%	9%	1.1	i	38	0%	-1.1%	1.9%	13%	4%
COC(=O)CCCC1=CC2=C(c3ccccc3)C(=O)C(C)(OC(=O)C3CCCC3)C(=O)C2=CN1Cc1ccc(OC)cc1 (stereo not drawn)	2.2%	.	.	i	46	-1%	-0.2%	-1.1%	0%	.
COc1ccc(N2CCN(S(=O)(=O)c3cn(C)cn3)CC2)cc1	0.0%	.	.	i	42	.	0.2%	2.4%	.	.

Part of the list above, reduced to RSV CPE inhibition, TNAP activators and PMI inhibition.
Molecule | RSV CPE inhibition | TNAP activators | PMI inhibition
COc1ccc(C)cc1NC(=O)C(=O)N/N=C(\C)CC(=O)Nc1cccnc1 | 2.2% | 1.1 | -19%
O=C(Cn1nc(C(F)(F)F)cc1C1CC1)NCc1ccccc1F | 1.9% | 1.1 | 9%
COC(=O)c1ccccc1NC(=O)CCc1ccccc1 | 1.6% | 1 | 2%
O=C(O)CCCCCCCCCC[n+]1ccccc1 | 0.7% | . | .

Additional results:
canonical_smiles	UTI89 phage lysis	PMI inhibition	TNAP activators	T cell HTS	T cell HTS vesicle-bound %	P. falciparum M1AAP	West Nile virus CPE	RSV CPE inhibition	P. falciparum M17LAP	human PMI inhibition
CC(C)c1nc(SCC(=O)NCC2CCCO2)c2c(=O)n(C)c(=O)n(C)c2n1 (stereo not drawn)	0.4%[50 µM]	.	.	i	73	.	-0.1%	2.6%	.	.
COc1cc(-c2noc(C)c2/C=C/c2ccc(C(=O)O)cc2)cc(OC)c1OC	0.5%	.	.	i	13	.	1.0%	-1.7%	.	.
COc1ccc(NC(=O)c2ccccc2C(=O)N2CCCCC2)cc1	0.1%	-4%	1.1	i	62	2%	-0.1%	0.3%	6%	-6%
O=C(N[C@@H]1C[C@H]2CC[C@@H]1C2)c1ccco1	1.9%	.	.	i	59	.	-0.6%	0.8%	.	.
C/C(CC(=O)NC(C)C)=N\NC(=O)C(c1ccccc1)c1ccccc1	0.2%	5%	1.1	i	44	6%	0.1%	0.7%	7%	8%
Cc1c(C(Nc2ccccn2)c2ccc(Cl)cc2)c(=O)n(-c2ccccc2)n1C (stereo not drawn)	1.1%	-5%	1.1	i	48	14%	-0.3%	-0.9%	10%	2%
O=C1C2C(c3ccccc3)CC=CC2[C@H](c2ccc(C(F)(F)F)cc2)N1Cc1ccccc1 (stereo partly drawn)	-2.4%	.	.	i	13	8%	2.1%	-4.4%	5%	.
O=C(COC(=O)c1cc(S(=O)(=O)N2CCc3ccccc3C2)ccc1Cl)NCc1ccco1	0.9%	-27%	1.2	i	54	15%	-0.3%	-1.1%	22%	-2%
O=C(c1ccc(F)cc1)c1cn(Cc2ccc(F)cc2)c2cc3c(cc2c1=O)OCCO3	0.7%	6%	1.1	i	42	1%	.	1.9%	6%	-1%
CCOc1ccc(S(=O)(=O)Nc2cccc(C(=O)NCC(c3ccc(OC)cc3)N3CCOCC3)c2)cc1 (stereo not drawn)	0.2%[50 µM]	.	.	i	14	.	-0.8%	1.4%	.	.
O=C(O)C(Cc1ccccc1)NC(=O)C(c1ccccc1)c1ccccc1 (stereo not drawn)	-0.1%	.	.	i	28	.	0.7%	2.5%	.	.
C/C(=N\NC(=O)CCCNc1ccccc1)c1ccncc1	0.2%	13%	1.1	i	55	.	-0.8%	0.9%	.	9%

The last two compounds of the section above lead into the next.
canonical_smiles	UTI89 phage lysis	PMI inhibition	TNAP activators	T cell HTS	T cell HTS vesicle-bound %	P. falciparum M1AAP	West Nile virus CPE	RSV CPE inhibition	P. falciparum M17LAP	human PMI inhibition
O=C(O)C(Cc1ccccc1)NC(=O)C(c1ccccc1)c1ccccc1 (stereo not drawn)	-0.1%	.	.	i	28	.	0.7%	2.5%	.	.
C/C(=N\NC(=O)CCCNc1ccccc1)c1ccncc1	0.2%	13%	1.1	i	55	.	-0.8%	0.9%	.	9%
c1ccc2c(c1)ccc1nnc(-c3ccc4c(c3)OCO4)n12	1.3%	6%	1.1	i	10	-2%	0.4%	0.2%	2%	9%
O=C(CCS(=O)(=O)c1ccc(Br)s1)NC1CCCCCC1	0.2%	-6%	1.1	i	21	8%	0.0%	1.7%	-6%	-4%
Cc1ccc(CNC(=O)CC(C)S(=O)(=O)c2ccc3c(c2)NC(=O)C(C)S3)cc1 (stereo not drawn)	0.0%	.	.	i	59	.	-1.3%	0.7%	.	.
COc1ccc(Cl)cc1N(CC(=O)NC(C)(C)C)S(=O)(=O)c1ccc(C)c([N+](=O)[O-])c1	-3.5%	15%	1.1	i	49	-1%	-0.9%	9.0%	5%	19%
COc1cc(OC)cc(C(=O)NC(=S)Nc2nc(-c3cc4ccccc4o3)cs2)c1	-0.1%	.	.	i	24	1%	0.5%	2.2%	-4%	.
O=C(c1nc2ccccn2c1CNCCCn1nnc2ccccc21)N1CCOCC1	0.1%	8%	1.1	i	50	-8%	0.3%	3.9%	12%	8%
Cc1cc(C(=O)NC2CCN(Cc3ccccc3)CC2)n[nH]1	0.7%	.	.	i	42	.	-0.1%	0.3%	.	.
Cc1nnc(NC(=O)CSc2nnc(-c3ccc(S(=O)(=O)N4CCCC4)cc3)n2C)s1	-0.6%	-9%	1.1	i	38	8%	0.0%	2.1%	7%	-5%
CCc1noc(C)c1C(=O)Nc1nc(-c2ccc(F)cc2)c(C)s1	0.5%[50 µM]	.	.	i	17	.	-1.3%	9.3%	.	.
O=S(=O)(Nc1cccnc1Cl)c1ccc2c(c1)OCCO2	5.2%	5%	1	i	39	-4%	0.8%	0.5%	1%	3%
COC(=O)C1=C(C)NC(C)=C(C(=O)OC)C1c1ccco1	-0.1%	.	.	i	16	0%	0.3%	3.1%	-2%	.
Cc1cc(NCC(C)C)n2ncnc2n1	0.3%	3%	1	i	21	-2%	0.0%	1.0%	-8%	4%
COC(=O)C1(C#N)C(c2ccccc2)C1(C(=O)OC)C(=O)OC (stereo not drawn)	-0.1%	-1%	1.1	i	63	6%	.	0.5%	-4%	13%
Fc1ccc(NC(=S)Nc2ccc(F)c(Cl)c2)cc1Cl	-15%	6%	0.9	i	30	6%	1.9%	9.8%	-5%	10%
Cc1ccc(NC(NC(=O)c2ccccc2[N+](=O)[O-])C(Cl)(Cl)Cl)cc1 (stereo not drawn)	0.3%[50 µM]	7%	1.1	i	5	7%	-1.2%	4.7%	-7%	17%
O=C(COc1cccc(F)c1)Nc1ccc2[nH]c(=O)[nH]c2c1	0.1%	18%	1.1	i	38	0%	-0.8%	8.2%	14%	12%
COc1ccc(-c2cc3c(=O)n(CC(=O)NCc4ccc(C)cc4)ncn3n2)cc1	0.4%	.	.	i	15	.	?	8.0%	.	.
COc1ccc(C)cc1S(=O)(=O)N1CCCCC1	1.0%	-14%	1.1	i	40	7%	-0.3%	1.7%	5%	-6%
CSc1cccc(NC(=O)C2CCCN2S(=O)(=O)c2ccc3c(c2)CCC(=O)N3)c1 (stereo not drawn)	7.0%	20%	1.1	i	50	-2%	?	1.5%	2%	26%
CC1CCCCN1Cc1c(O)ccc2c(=O)c(-c3ccc(Cl)cc3Cl)coc12 (stereo not drawn)	1.1%	.	.	i	62	.	-0.1%	1.1%	.	.
CSc1ncc(C(=O)Nc2cc(C)ccc2C)c(C)n1	2.8%[50 µM]	.	.	i	29	.	-1.2%	1.2%	.	.

This is a random part of the collection; any-hit rate near 1.5%.
